# Source: PubChem (several laboratories)
# sPLA2-III inh – human group III sPLA2 inhibitors, primary screen, biochemical, QFRET, BODIPY PC-A2 liposome substrate; inhibition, % at 12.2 µM; Group 3 secretory phospholipase A2 (Homo sapiens), Q9NZ20; QFRET BODIPY PC-A2 liposome hydrolysis, fluorescence; hit rate 0.56% among 370,000;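 active = inhibition above mean plus 3 SD of compounds lying within the high and low control bounds, cut at about 19% in these data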;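 note: 0% = median of test compound wells and 100% = no enzyme DMSO wells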
# Target sequence (Q9NZ20 whole entry, looked up): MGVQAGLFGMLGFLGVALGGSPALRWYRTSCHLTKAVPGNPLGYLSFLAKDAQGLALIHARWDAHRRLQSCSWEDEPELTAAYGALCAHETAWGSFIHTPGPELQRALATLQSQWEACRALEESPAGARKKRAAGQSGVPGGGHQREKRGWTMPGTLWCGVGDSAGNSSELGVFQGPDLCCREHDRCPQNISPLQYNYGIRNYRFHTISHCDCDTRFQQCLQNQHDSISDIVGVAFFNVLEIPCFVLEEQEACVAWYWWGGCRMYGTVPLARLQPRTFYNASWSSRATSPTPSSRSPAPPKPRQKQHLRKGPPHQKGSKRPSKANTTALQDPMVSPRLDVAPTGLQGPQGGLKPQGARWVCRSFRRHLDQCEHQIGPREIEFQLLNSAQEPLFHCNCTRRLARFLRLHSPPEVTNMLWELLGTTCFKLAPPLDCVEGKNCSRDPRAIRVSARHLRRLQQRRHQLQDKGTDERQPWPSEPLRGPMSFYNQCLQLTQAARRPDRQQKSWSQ
# ADAM10 inh – human ADAM10 inhibitors, primary screen, biochemical, QFRET, HTS | Disintegrin and metalloproteinase domain-containing protein 10 (Homo sapiens), O14672 | recombinant ADAM10, EDANS/DABCYL FRET peptide cleavage, 3 h | inhibition, % at 7 µM | hit rate 0.62% among 370,000 | AID 720582, 2013;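 active = inhibition above a per-campaign cutoff equal to the mean of compounds falling between control-based bounds plus 3 SD, cut at about 20% in these data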;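 note: 0% = DMSO wells while the 100% control is not disclosed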
# Target sequence (O14672 214-748 limits assumed): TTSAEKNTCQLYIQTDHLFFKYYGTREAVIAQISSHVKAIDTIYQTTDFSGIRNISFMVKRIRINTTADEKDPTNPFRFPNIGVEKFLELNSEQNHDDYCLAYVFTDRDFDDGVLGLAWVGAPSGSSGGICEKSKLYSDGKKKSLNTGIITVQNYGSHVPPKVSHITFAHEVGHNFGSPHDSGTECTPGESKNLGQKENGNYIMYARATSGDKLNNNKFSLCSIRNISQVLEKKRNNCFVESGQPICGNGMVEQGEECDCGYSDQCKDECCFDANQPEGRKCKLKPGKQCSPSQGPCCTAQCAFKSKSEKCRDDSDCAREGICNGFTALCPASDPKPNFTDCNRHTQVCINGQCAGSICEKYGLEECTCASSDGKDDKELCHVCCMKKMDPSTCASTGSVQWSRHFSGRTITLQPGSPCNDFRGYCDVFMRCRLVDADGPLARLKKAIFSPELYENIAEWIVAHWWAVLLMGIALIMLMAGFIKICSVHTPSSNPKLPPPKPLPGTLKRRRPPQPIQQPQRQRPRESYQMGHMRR
# SMARCA2 act – SMARCA2 (BRM) function activators, primary screen, cell-based, luminescence, high throughput; AID 652017, 2013; hit rate 1% among 370,000; activation, % at 9.1 µM; MG213 cells, MMTV-luciferase reporter, dexamethasone, overnight; in the data active = activation above about 7.8%;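 note: 0% = vehicle wells and 100% = reference activator wells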
# hcDAF-12 act – H. contortus DAF-12 nuclear receptor activators, primary screen, cell-based, luminescence, HEK293, lit1-tk-luc reporter. HEK293 hcDAF-12 lit1-tk-luc reporter; 0% DMSO, 100% Δ7-dafachronic acid. activation, % at 6.8 µM. hit rate 1.4% among 370,000;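 active = activation above the mean of all tested compounds plus 3 SD, cut at about 5.5% in these data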;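 note: 100% = response to 3 µM Δ7-dafachronic acid high control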
# DAX1 inh-1 – DAX1 (NR0B1) inhibitors on StAR promoter, primary screen, cell-based, luminescence, SF-1 (NR5A1), full-length DAX-1. HEK293T StAR-luciferase reporter, SF-1/DAX-1 repression relief. inhibition, % at 6.8 µM. hit rate 1.1% among 370,000. AID 652010, 2013;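 active = inhibition above the mean over all tested compounds plus 3 SD, cut at about 3.6% in these data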;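 note: 0% = DAX-1 cells with DMSO and 100% = cells lacking DAX-1 with DMSO; higher inhibition means more luminescence from relief of DAX-1 repression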
# GC-A act – GC-A stimulated cGMP production enhancers – HEK293 GC-A cells, cGMP TR-FRET, EC30 ANP, primary screen; 0% at EC30 ANP, 100% saturating ANP; activation, % at 10 µM; Atrial natriuretic peptide receptor 1 (Homo sapiens), P16066; hit rate 0.14% among 370,000; in the data active = activation above about 40%
# hgDAF-12 ag – H. glycines DAF-12 receptor agonists, primary screen, cell-based, luminescence, HEK293, GAL4 fusion, UAS-luciferase; Nuclear hormone receptor DAF-12 (Heterodera glycines), GAL4 fusion; HEK293 GAL4-hgDAF12 UAS-luciferase reporter, agonist luminescence; normalized to butyrate control; activation, % at 6.8 µM; hit rate 1.8% among 370,000;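 active = activation above a cutoff set at the mean of all screened compounds plus 3 SD, cut at about 10% in these data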;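 note: 0% = DMSO wells and 100% = sodium butyrate wells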
# ssDAF-12 act – S. stercoralis DAF-12 nuclear receptor activators, primary screen, cell-based, luminescence, HEK293, GRIP1 co-expression, lit1-tk-luc; Nuclear hormone receptor DAF-12 (Strongyloides stercoralis); HEK293 ssDAF-12/GRIP1 lit1-tk-luc reporter; % of 3 µM dafachronic acid response; activation, % at 6.8 µM; hit rate 1% among 370,000; AID 652126, 2013;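 active = activation above the mean over all tested compounds plus 3 SD, cut at about 0.9% in these data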;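 note: 0% = DMSO-only wells and 100% = 3 µM delta7-dafachronic acid wells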
# DAX1 inh-2 – DAX1 (NR0B1) inhibitors, primary screen, cell-based, HEK293, Gal4-DAX1, luciferase luminescence | Nuclear receptor subfamily 0 group B member 1 (Homo sapiens), P51843 | HEK293 Gal4-DAX1 luciferase reporter | inhibition, % at 6.75 µM | hit rate 0.99% among 340,000 | AID 504766, 2011;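 active = inhibition above the mean over all tested compounds plus 3 SD, cut at about 4.2% in these data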;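 note: 0% = DAX1-transfected cells with DMSO and 100% = empty-vector control cells with DMSO; inhibition shows as a rise in luminescence from relieved DAX1 repression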
# FXN GAA850 act – FXN promoter activators, primary screen, cell-based, luciferase luminescence, HEK293 lucGAA850. HEK293 lucGAA850 FXN promoter luciferase reporter, 24 h; percent of 10 µM SAHA response. activation, % at 6 µM. hit rate 0.56% among 360,000;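 active = activation above the average of all compounds screened plus 3 SD, cutoff fixed separately per campaign, cut at about 7.5% in these data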;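 note: 0% = DMSO wells and 100% = 10 µM SAHA wells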
# NPR2 activator – human GC-B receptor activators, primary screen, HEK293 GC-B cells, cGMP TR-FRET, EC30 CNP | 0% at EC30 CNP, 100% saturating CNP | activation, % at 10 µM | hit rate 0.11% among 370,000 | AID 1920062, 2024;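 active = activation at 10 µM reaching about 35% in either raw or pattern-adjusted values, limit read from the data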
# Active calls of the source: *; i = inactive; · = no result given; & = joins results of further samples.
SMILES,sPLA2-III inh,ADAM10 inh,SMARCA2 act,hcDAF-12 act,DAX1 inh-1,GC-A act,hgDAF-12 ag,ssDAF-12 act,DAX1 inh-2,FXN GAA850 act,NPR2 activator
CC(C)(C)C(=O)N1CCN(c2c(Cl)cccc2[N+](=O)[O-])CC1,3,-4,-5,-3.0,-0.9,-3,-0.2,-1.4,-1.1,-0.5,-3
COc1ccc(CNC(=O)CSc2nc(-c3ccccc3)cc(-c3cccs3)c2C#N)cc1,-4,-8,-5,-1.0,-0.5,-1,-1.7,-1.5,3.0,1.0,-14
Cc1ccc(NC(=O)COC(=O)Cn2cnc3c2c(=O)n(C)c(=O)n3C)cc1Cl,3,-4,-6,-0.2,-0.3,-5,0.1,-0.6,-0.5,-0.7,0
O=C(NCc1ccccc1)c1cc(-c2ccco2)on1,2,-4,2,0.8,0.4,0,2.4,-0.5,-0.2,4.3,7
COc1ccc2sc(N(CCN(C)C)C(=O)c3ccc4ccccc4c3)nc2c1,5,-1,3,-0.2,1.8,-7,0.2,-1.3,1.5,-1.0,-13
CCCCOc1ccc(/C=N/NC(=O)C2CCCNC2=O)cc1 (centres undefined),-3,0,-2,-1.0,0.2,4,2.1,-1.6,0.4,0.8,0
CCOC(=O)c1ccc(NC(=O)C(C)N2C(=O)c3ccccc3C2=O)cc1 (centres undefined),-5,2,-1,0.9,0.2,-1,-2.3,-0.9,0.3,2.8,-7
Cc1cc(OCC(=O)NC2CC(C)(C)NC(C)(C)C2)c2c(C)c(C)c(=O)oc2c1,6,-300,-1,-0.8,0.2,2,0.5,-0.3,1.0,0.2,-1
CCCCn1c(SCC(=O)N2CCCCC2C)nc2cc(S(N)(=O)=O)ccc21 (centres undefined),3,2,-1,0.8,-1.0,3,-5.0,-0.9,0.8,0.8,-1
CSc1ccccc1NC(=O)c1cnc2scc(C)n2c1=O,1,0,1,-2.2,-0.1,9,6.8,-1.0,0.6,3.5,1
CN1CCN(CCOCCOc2c(Cl)cc(Cl)cc2Cl)CC1,-1,-6,2,-2.3,-0.2,1,3.5,-1.4,-1.8,1.9,-3
O=C(COc1ccccc1C(=O)Nc1ccccc1)NCCc1ccccc1,-1,-2,0,0.4,0.3,1,2.0,-1.9,-0.5,-0.6,-4
CC(C)(C)NC(=O)c1cc([N+](=O)[O-])ccc1N1CCCCC1,16,-7,-4,0.0,-0.4,-5,-3.0,-0.5,-0.3,1.2,0
COc1ccc(OC)c(N2C(=O)CC(C(C)c3ccccc3)C2=O)c1 (centres undefined),5,-13,-4,1.3,-0.1,0,-2.3,-1.1,0.9,-0.7,-3
CN(Cc1ccco1)c1ncnc2ccc(-c3ccoc3)cc12,7,-150,1,-0.9,0.0,0,1.8,-1.4,-1.1,4.5,4
COc1ccc(OC)c(S(=O)(=O)N(C)CC(=O)N2CCCCC2)c1,4,-6,-2,1.1,0.3,3,2.0,-0.7,-0.3,1.7,-7
Cc1ccccc1N(CC(=O)NCC1CCCO1)C(=O)C1(C)CC(=O)N=C2C=CC=CN21 (centres undefined),4,i,0,-1.8,-0.3,2,-1.5,-1.2,-0.9,1.0,3
COc1ccc([C@H]2CC(=O)C=C(c3ccc(Cl)c(C(F)(F)F)c3)C2)cc1OC,-12,18,0,-1.5,-0.7,-1,-0.4,-1.4,0.8,3.9,2
O=c1cc(O)c2c(=O)n(Cc3ccccc3)c3ccccc3c2o1,-6,-9,-1,2.4,-1.0,-1,-1.0,-1.2,-0.4,0.0,3
COc1ccccc1CNC(=O)c1ccc(-c2ccccc2Cl)o1,-33,21*,2,1.1,-0.1,1,-1.9,-1.5,0.3,1.1,-1
CCOc1ccc(NC(=O)C2C3C=CC4(CN(C(C(=O)OC)C(C)C)C(=O)C24)O3)cc1 (centres undefined),-2,-4,6,-2.2,1.4,0,0.5,-0.4,0.1,-1.4,9
Cc1ccc(-c2noc(CCC(=O)N3CCCc4ccccc43)n2)cc1,-5,15,-1,-1.4,0.5,-4,-1.2,-1.4,-0.6,-1.7,-7
O=C(NC(=S)NC1CCCCC1)c1ccc(Cl)cc1,1,10,4,2.3,7.2*,8,14*,0.1,2.1,6.8,-4
O=C1CN(S(=O)(=O)c2ccccc2)CC(=O)N1CCc1ccccc1,3,-8,-2,-1.0,-0.2,1,-2.2,-1.6,-1.6,0.6,-3
OC(Cc1ccnc2ccccc12)C(Cl)(Cl)Cl (centres undefined),-1,4,-5,-2.7,-2.8,3,-6.3,-1.8,-3.2,-0.4,-2

# Part of the list above, with each value named:
SMILES: CCCCn1c(SCC(=O)N2CCCCC2C)nc2cc(S(N)(=O)=O)ccc21 (centres undefined)
  sPLA2-III inh: 3
  ADAM10 inh: 2
  SMARCA2 act: -1
  hcDAF-12 act: 0.8
  DAX1 inh-1: -1.0
  GC-A act: 3
  hgDAF-12 ag: -5.0
  ssDAF-12 act: -0.9
  DAX1 inh-2: 0.8
  FXN GAA850 act: 0.8
  NPR2 activator: -1
SMILES: COc1ccc(CNC(=O)CSc2nc(-c3ccccc3)cc(-c3cccs3)c2C#N)cc1
  sPLA2-III inh: -4
  ADAM10 inh: -8
  SMARCA2 act: -5
  hcDAF-12 act: -1.0
  DAX1 inh-1: -0.5
  GC-A act: -1
  hgDAF-12 ag: -1.7
  ssDAF-12 act: -1.5
  DAX1 inh-2: 3.0
  FXN GAA850 act: 1.0
  NPR2 activator: -14

# Marked active in DAX1 inh-1, among the entries above:
SMILES	sPLA2-III inh	ADAM10 inh	SMARCA2 act	hcDAF-12 act	DAX1 inh-1	GC-A act	ssDAF-12 act	DAX1 inh-2	FXN GAA850 act	NPR2 activator
O=C(NC(=S)NC1CCCCC1)c1ccc(Cl)cc1	1	10	4	2.3	7.2*	8	0.1	2.1	6.8	-4

# The listing continues.
SMILES,sPLA2-III inh,ADAM10 inh,SMARCA2 act,hcDAF-12 act,DAX1 inh-1,GC-A act,hgDAF-12 ag,ssDAF-12 act,DAX1 inh-2,FXN GAA850 act,NPR2 activator
O=C1NC(Cc2ccccc2)c2nc3ccccc3c(=O)n2-c2cc(Cl)ccc21 (centres undefined),-8,25*,-3,1.2,-0.2,-4,-2.1,-1.0,·,·,7
CCN(CC)S(=O)(=O)c1cccc(-c2nnc(-c3ccc(C)cc3)o2)c1,1,1,-2,-1.7,-0.1,3,-0.1,-1.1,1.5,-1.2,-1
CC(=NN=C(C)c1ccc(O)cc1)c1ccc(O)cc1,5,-3,-2,-0.1,-0.9,2,1.0,-1.4,1.3,-3.0,1
O=C(NCc1nnnn1-c1ccc(Cl)cc1)c1ccc([N+](=O)[O-])o1,6,-2,2,-0.6,-2.8,0,-2.2,0.0,0.0,2.1,3
C[C@H](CO)N1C[C@H](C)[C@@H](CN(C)S(=O)(=O)c2ccccc2)Oc2ccc(NC(=O)Cn3cnnn3)cc2C1=O,-3,4,1,-1.9,0.2,2,-1.6,-1.2,0.5,1.8,4
O=C(Nc1ccc(S(=O)(=O)Nc2ncccn2)cc1)c1cc([N+](=O)[O-])ccc1Cl,4,4,-1,-0.3,-0.1,1,-0.3,-0.9,0.2,1.7,4
C[C@]12C(=O)N(c3cccc(F)c3)C(=O)N1[C@H]1c3ccccc3OC[C@@H]1[C@H]2c1ccccc1,4,14,-1,-1.9,-0.8,-5,-0.5,-1.4,-1.4,-6.3,-5
Cc1ccccc1OCC(O)CN(CCO)Cc1ccccc1 (centres undefined),2,4,-1,-1.7,0.5,-3,0.0,-0.9,-0.4,-1.2,-1
COC(=O)C1CCN(C(=O)COC(=O)C2CCN(S(=O)(=O)c3ccc(C)c(C)c3)CC2)CC1,7,-9,-1,0.1,3.0,-2,0.3,-0.3,-0.3,0.5,-4
O=C1CCc2cc(S(=O)(=O)Nc3ccc(F)cc3)ccc2N1,1&-4,-5&-2,-3,0.8&-2.6,-0.3,-13&-26,0.7&2.2,-1.8&-1.0,-1.0,2.6,-12&-21
O=C(CSc1nc2ccccc2o1)NC1CCS(=O)(=O)C1 (centres undefined),-6,-4,-1,0.3,-0.7,2,-2.0,-0.3,-0.7,-2.9,2
O=C(OCC(=O)N1CCN(c2ccccc2)CC1)c1ccccc1OC(F)F,6,0,-3,-0.5,5.0*,2,0.1,-0.9,-0.4,0.0,-2
O=C(Cn1ncc2c([nH]c3ccccc32)c1=O)NCC1CCN(Cc2ccc(F)cc2)CC1,0,0,-1,-1.2,1.0,3,-0.8,-0.9,1.1,2.7,-2
COc1ccc(-n2c(C)c(C)c3c(NCCCO)ncnc32)cc1,5,-1,11*,-0.3,0.5,3,1.4,-0.4,0.2,0.7,0
N#C/C(=C\c1cn(Cc2ccccc2)c2ccccc12)C(=O)NCc1ccco1,-12,2,-2,-2.2,-0.7,-21,-3.3,-1.2,-1.4,-1.6,-16
CCOc1ccccc1C(=O)NCC(=O)NCc1ccc(S(=O)(=O)N2CCOCC2)cc1,-10,-5,1,-2.7,-1.9,-1,-0.6,-1.4,1.1,-0.8,-3
O=C(Nc1ccc(-c2csc(Nc3cccc(C(F)(F)F)c3)n2)cc1)c1cc([N+](=O)[O-])cc(C(F)(F)F)c1,7,14,4,2.3,-0.3,-3,3.9,0.1,1.3,1.7,-2
COc1ccc(CCn2c(N)c(S(=O)(=O)c3cccs3)c3nc4ccccc4nc32)cc1OC,-23,-44,4,-2.6,-0.2,-4,-3.6,-1.6,-0.7,5.8,-6
COc1ccc2c(c1)c(=O)c(C(=O)c1ccccc1)cn2Cc1ccc(C)cc1,-4,14,1,-1.8,-2.8,15,1.5,-1.5,0.8,-5.8,23
Cc1ccc(-c2[nH]c(-c3ccc(C(=O)O)cc3)nc2-c2ccccc2)cc1,-32,i,-3,-0.2,-0.2,-1,-0.1,-1.0,-0.1,0.6,-4
Cc1cc(-c2nnc3n2CCCCC3)c(C)n1-c1ccccc1,18,-4,-5,-3.1,0.5,0,-1.1,-1.2,0.0,2.5,3
COc1ccc(Cl)cc1NC(=O)COC(=O)CNC(=O)c1ccc([N+](=O)[O-])c(C)c1,-2,9,5,-1.8,0.6,-2,3.1,-1.0,-0.8,0.6,1
COc1ccc(OC)c(-c2csc(-c3cccs3)n2)c1,-4,-1,2,3.1,-0.2,-11,5.1,-0.5,-0.7,0.3,-1
